Pf gametocyte = late stage P. falciparum gametocyte viability inhibitors, primary screen, ATP luminescence, HTS; P. falciparum stage V gametocytes, 24 h; 0.065% of 150,000 active; inhibition, % at 10.9 µM; AID 743093, 2013;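 active = inhibition above the mean plus 3 SD of compounds within the control limits, set per campaign, cut at about 38% in these data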;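 note: 0% = DMSO wells and 100% = medium only without gametocytes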
Active calls of the source: *. These rows are one share of the data; rates above refer to the full screens.

structure,Pf gametocyte
CCOC(=O)[C@@H]1[C@H]2COc3ccc(Br)cc3[C@@H]2N2C(=O)N(c3ccc(F)cc3)C(=O)[C@]12C,-3
Cc1cccc(C)c1NC(=O)CN1CCc2ccccc2C1,3
COc1ccccc1-c1csc2ncnc(Sc3nnnn3C)c12,-8
Cc1ccc(C(=O)Nc2ccc(N3CCN(C)CC3)cc2)cc1C,8
COc1ccc(-c2cn(Cc3ccc4c(c3)C(=O)c3ccccc3C4=O)nn2)cc1,3
CCOC(=O)c1ccc(NC(=O)c2nc[nH]c2C(=O)NCCCNC(=O)c2[nH]cnc2C(=O)Nc2ccc(C(=O)OCC)cc2)cc1,-12
C/C=C(\C)C(=O)O[C@H](c1cc2ccc(=O)oc2cc1OC)[C@@H](O)C(C)(C)O,9
O=C(O)c1ccc(S(=O)(=O)N2CCN(c3ccccn3)CC2)cc1,14
CSCC(=O)NC1CCCc2c1cnn2-c1cc(F)cc(F)c1 (stereo unspecified),8
COc1ccc(-c2cc(-c3nc4ccccn4c3NCc3ccccc3)ccc2OC)cc1,3
COc1cc2cnc(-c3ccccc3)c(-c3cc(OC)c(OC)c(OC)c3)c2cc1OC,2
Cc1cccc(C(=O)Nc2nnc(Cc3ccccc3)s2)c1,15
CCC(=O)c1cn(CC(=O)Nc2ccccc2Cl)c2ccccc12,3
COCCCNC(=S)N1CCN(c2nc(-c3ccccc3)cs2)CC1,0
COc1ccc(C2=Nn3c(nnc3-c3cccnc3)SC2)cc1OC,11

Reformatted: results already given.
smiles: Cc1cccc(C)c1NC(=O)CN1CCc2ccccc2C1
  Pf gametocyte: 3

smiles: COCCCNC(=S)N1CCN(c2nc(-c3ccccc3)cs2)CC1
  Pf gametocyte: 0

smiles: CCOC(=O)c1ccc(NC(=O)c2nc[nH]c2C(=O)NCCCNC(=O)c2[nH]cnc2C(=O)Nc2ccc(C(=O)OCC)cc2)cc1
  Pf gametocyte: -12

smiles: COc1cc2cnc(-c3ccccc3)c(-c3cc(OC)c(OC)c(OC)c3)c2cc1OC
  Pf gametocyte: 2

New compounds follow
structure,Pf gametocyte
O=C(CNS(=O)(=O)c1ccc(F)cc1)N1CCCC1,-9
CCCCOc1ccccc1C1NC(=O)NC(C)=C1C(=O)OCCOC (stereo unspecified),-38
Cn1c(SCc2ccc(C#N)cc2)nnc1-c1ccncc1,-34
O=C(Nc1cccc(Cl)c1)C1CCCCC1,20
COc1ccc(S(=O)(=O)N2CCN(Cc3cc(OC)c(OC)c(OC)c3)CC2)cc1,-9
COC(=O)C(C)Oc1ccc(Cl)c(CN2OCC(C)(C)C2=O)c1 (stereo unspecified),-5
NC(=O)Nc1ccccc1C(=O)Nc1ccc2ccccc2c1,13
Cc1ccccc1C[n+]1cccc2ccccc21,2
CC1CCN(CC(=O)Nc2ccc(S(=O)(=O)N3CCC(C)CC3)cc2)CC1,7
COCCCn1c(=N)c(C(N)=S)cc2c(=O)n3cccc(C)c3nc21,13
CCC1COCCS(=O)(=O)N1Cc1cccc(Cl)c1 (stereo unspecified),5
COc1ccc(N2CCN(C(=O)Cc3ccc(Cl)cc3)CC2)cc1,-15
O=C(O)CCn1cc(-c2ccc(Cl)cc2)nc1-c1ccncc1,-6
C#CCOCCOCCOCCNc1nc(N2CCN(C(=O)Cn3cc(CCCN=C(N)N)nn3)CC2)nc(N2CCN(C(=O)[C@H](CCCCN)n3cc(CCCC)nn3)CC2)n1,-8
CC(C)=CCC[C@](C)(O)C1CC[C@]2(C)C1C(O)CC1[C@@]3(C)CCC(O)C(C)(C)C3C(O[C@@H]3OC(CO)C(O)C(O)C3O[C@@H]3OC(C)C(O)C(O)C3O)C[C@]12C (stereo partly specified),11

The list continues.
structure,Pf gametocyte
COc1c(O)ccc(/C=N\NC(=O)c2ccc3c(c2)OCO3)c1[N+](=O)[O-],4
COc1cccc(NC(=O)c2ccc(CN3CCc4ccccc4C3)cc2)c1,20
O=C(O)C1=C[C@@H](c2ccc(C(F)(F)F)cc2)C[C@@H](OCCCCO)O1,0
COC(=O)C(Cc1c[nH]c2ccccc12)NC(=O)c1ccccc1Br (stereo unspecified),28
NC(=O)C1(c2ccccc2)OC1c1ccccc1 (stereo unspecified),-37
CCOc1ccc(-n2c(SCC(=O)NC)nnc2-c2ccco2)cc1,3
Cc1ccc(S(=O)(=O)N2C(=O)CCC2C(N)=O)cc1 (stereo unspecified),1
O=S1(=O)CCO[C@H]2Cc3ccccc3[C@H]2N1Cc1ccccc1Br,21
CC(CN1CCN(C)CC1)OC(=O)c1cccc(F)c1 (stereo unspecified),-17
COc1ccc(S(=O)(=O)N(C)C[C@H]2Oc3c(NC(=O)Nc4ccc5c(c4)OCO5)cccc3C(=O)N([C@H](C)CO)C[C@@H]2C)cc1,8
C[C@H](CO)N1C[C@H](C)[C@@H](CN(C)S(C)(=O)=O)Oc2c(NC(=O)C3CCCCC3)cccc2C1=O,9
COCCn1c(SCc2ccc(C)cc2)nc2c1c(=O)[nH]c(=O)n2C,4
O=C(CCc1ccccc1)Nc1sc2c(c1C(=O)O)CCCC2,9
CC1CCCCN1S(=O)(=O)c1ccc([N+](=O)[O-])cc1 (stereo unspecified),3
CCCCNC(=O)CCC(=O)N1CCN(C(c2ccccc2)c2ccccc2)CC1,-4

More results follow:
structure,Pf gametocyte
Cc1ccnc(Nc2nc(-c3sc(C)nc3C)cs2)c1,-16
COc1ccc(OC)c(CN2CCN(C(=O)c3ccco3)CC2)c1,-2
CCOC(=O)c1ccc(N2C(=O)CC(Sc3nc(C)cc(C)n3)C2=O)cc1 (stereo unspecified),-3
O=[N+]([O-])c1cc(Br)c2nsnc2c1N1CCOCC1,7
O=C(NNS(=O)(=O)c1ccc(F)cc1)c1ccccc1O,-2
Cc1ccc(S(=O)(=O)N2[C@@H](c3ccc(Cl)cc3)C(C(=O)O)=CC[C@H]2c2ccc(Cl)c(Cl)c2)cc1,-12
COc1ccc([C@@H]2[C@@H]3C(=O)N(C(C)(C)C)C(=O)[C@@H]3[C@]3(Cc4ccccc4)C(=O)N(c4ccccc4)C(=O)N23)cc1,-25
CC1(C)CC(=O)C2=C(C1)NC(=O)NC2c1ccccc1Cl (stereo unspecified),-12
N#Cc1cccnc1N1CCN(C(=O)c2ccc3c(c2)S(=O)(=O)c2ccccc2C3=O)CC1,3
OCC1(Cc2ccccc2F)CCCN(CCc2ccccc2)C1 (stereo unspecified),-9
CCc1ccc(S(=O)(=O)Nc2ccc(Br)cn2)cc1,5
Cc1cc(C)n(-c2nc3c(c(=O)n(C)c(=O)n3C)n2Cc2cccc(Br)c2)n1,-6
CN(c1cccc(NC(=O)c2ccc(CN3CCc4ccccc4C3)cc2)c1)S(C)(=O)=O,-1
Cc1cc(C)cc(C(=O)NC(CC(N)=O)c2ccc(NC3CCCCCCC3)c([N+](=O)[O-])c2)c1 (stereo unspecified),15
Cc1cc(C)c(S(=O)(=O)NC2CC2)c(C)c1,2

Further entries follow:
structure,Pf gametocyte
C[C@@H](NC(=O)c1nc[nH]c1C(=O)NCc1ccccc1)c1ccccc1,11
CCc1ccccc1-n1c(SCC(=O)NC)nnc1-c1ccco1,11
COc1cc(C(c2c(C)n(C)n(-c3ccccc3)c2=O)c2c(C)n(C)n(-c3ccccc3)c2=O)cc(Br)c1O,-26
Cn1c(=O)c(C(=O)NCc2ccc(F)cc2)c(O)c2ccccc21,0
COC(=O)c1cccc(-n2sc3ccccc3c2=O)c1,24
COC(=O)C1=C[C@@H](C(=O)OC)[C@@H]2C3=C(C(=O)C2(C)C)[C@H](C)n2c(=O)n(-c4ccccc4)c(=O)n2[C@@H]3C1,17
O=C(CCNC(=O)Cn1ccc2ccccc2c1=O)NCCN1CCN(c2ccccc2F)CC1,-2
Cc1cc(C)cc(N(CC(=O)NC2CCCCC2)C(=O)CCC(=O)Nc2cc(C)ccn2)c1,30
Cc1ccc(CNc2ccc([N+](=O)[O-])cc2C(N)=O)cc1,12
NCCCn1c(C(=O)c2ccc(Cl)cc2)c2ccc(C(F)(F)F)cc2[n+]1[O-],10
O=C(N/N=C\c1ccccn1)c1cccc(C(=O)N/N=C\c2ccccn2)n1,5
CCn1ccnc1C(O)(c1ccccc1)c1ccccc1,6
CC(C)c1ccccc1OCCCCCN1CCOCC1,-1
CCN(CC)CCC(=O)N1c2ccccc2CCc2ccc(NC(=O)OC(C)C)cc21,9
COc1cc(C(=O)N2CCc3ccccc32)c([N+](=O)[O-])cc1OC,15

(more compounds)
structure,Pf gametocyte
CC[C@]1(c2ccccc2OC)C(=O)N(C(=O)OC)N1C(=O)OC,-3
O=C1c2ccccc2C(=O)N1c1ccc(S(=O)(=O)N2CCCCC2)cc1,0
Cc1cc(=O)oc2cc(NC(=O)Cc3ccccc3[N+](=O)[O-])ccc12,13
COc1ccc(-c2c(-c3ccc(OC)c(F)c3)c3ccccc3n2C)cc1,36
O=C1C=C(c2cccc(Br)c2)C[C@@H](c2ccc(F)cc2)C1,-1
CCCCCn1c(=O)[nH]c2cc(C(=O)NC3CCN(Cc4ccccc4)CC3)ccc2c1=O,8
COc1ccc(F)cc1S(=O)(=O)N1CCN(C(=O)c2ccco2)CC1,-2
C=CC[C@@H](Cc1ccc(F)cc1)C(=O)OC[C@H]1CCCN1C(=O)[C@H](CC=C)CC(=O)N[C@H](CO)Cc1ccccc1,10
CCCC(=O)Nc1ccc(S(=O)(=O)Nc2nccs2)cc1,21
O=C(CN1C(=O)c2ccccc2C1=O)Nc1ccccc1C(F)(F)F,-28
CCc1nnc(NC(=O)CN2CCN(Cc3ccc(C)cc3)CC2)s1,13
Cc1ccc(Nc2cc(C)nc3ccccc23)c(C)c1,-16
COc1ccccc1CC(=O)N1CCN(c2ccccc2)CC1,-16
Cc1ccc(S(=O)(=O)N(C)CCCC(=O)Nc2ccccn2)cc1,11
OC(c1nc2ccccc2[nH]1)C(O)c1nc2ccccc2[nH]1 (stereo unspecified),-3

Other results follow.
structure,Pf gametocyte
CCOC(=O)[C@H]1[C@H]2COc3ccc(Br)cc3[C@@H]2N2C(=O)CN(Cc3ccc(C)cc3)C(=O)[C@@]12C,-6
Cc1cccc(OCC(=O)Oc2ccc(Cl)cc2)c1,-8
Cc1ccc(C(=O)Nc2c[nH]c(=O)[nH]c2=O)cc1,-11
COc1cc(OC)c(C(=O)Nc2ccc(C(=O)c3ccccc3)cc2)cc1OC,-23
COC(=O)c1ccc(C2C(C#N)=C(N)Oc3cc(O)ccc32)cc1 (stereo unspecified),9
O=C1c2ccccc2NC(c2ccc(-c3ccccc3F)o2)N1O (stereo unspecified),3
CC1=C(C(=O)OCc2ccccc2)C(c2ccccc2Cl)NC(=O)N1CCCC(=O)O (stereo unspecified),12
CCCS(=O)(=O)N1CCCC(C(=O)Oc2ccc(Cl)cc2)C1 (stereo unspecified),3
COc1cc(OC)cc(C(=O)Nc2ccc3c(c2)n(C)c(=O)n3C)c1,-9
CC(C)(C)NC(=O)C1c2ccccc2Oc2ccccc21,6
CCCn1c(C(C)Nc2nc(-c3cc(Cl)c(N)c(Cl)c3)cs2)nc2cc(Cl)c(N3CCCCC3)cc21 (stereo unspecified),6
CNC[C@H](CC1CCCCC1)NC[C@H](CO)NCC1(c2ccccc2)CC1,9
COC(=O)C1=C(C)N(Cc2ccco2)C(=O)N[C@@H]1c1ccc(Br)cc1,1
Cc1noc(C)c1NC(=O)N(C)C[C@H]1Oc2c(NC(=O)c3ccncc3)cccc2C(=O)N([C@H](C)CO)C[C@@H]1C,-4
Cc1ccc(-n2c(-c3ccccc3)n[nH]c2=S)c(C)c1,-9

Random excerpt: 2 records from the list, in no set order.
structure,Pf gametocyte
Cc1cccc(OCC(=O)Oc2ccc(Cl)cc2)c1,-8
CCCS(=O)(=O)N1CCCC(C(=O)Oc2ccc(Cl)cc2)C1 (stereo unspecified),3

(continued)
structure,Pf gametocyte
COc1ccc(C2CC(=O)Nc3cc(OC)c(OC)cc32)cc1Br (stereo unspecified),-22
CCOC(=O)c1c(NC(=O)C2Cc3ccccc3C(=O)O2)sc2c1CCCC2 (stereo unspecified),-62
Cc1ccc(NC(=O)c2ccc3c(c2)CCN3S(C)(=O)=O)c(C)c1,9
CC(C)c1ccc2c(c1)C(N1CCNCC1)Cc1ccc(F)cc1S2 (stereo unspecified),0
Cc1cccc(NCc2nc(SCC(=O)Nc3ccccc3)n[nH]2)c1,6
Cc1cccc(C(=O)Nc2cccc(NC(=O)c3ccccc3)c2)c1,10
Cc1ccc(C)c(NC(=O)C(C)N2C(=O)c3ccccc3C2=O)c1 (stereo unspecified),-30
Cc1ccc(Nc2ccc([N+](=O)[O-])cn2)cc1Cl,1
COc1ccc(C(=O)O/N=C/c2ccc(S(=O)(=O)c3ccc(Cl)cc3)nc2)cc1,-3
COc1cccc(NC(=O)c2ccc3nc(C)sc3c2)c1,-5
Cc1ccc(NC(=S)NCC(O)c2ccccc2)c(C)c1 (stereo unspecified),0
CCOC(=O)c1c(-c2ccccc2)csc1NC(=O)c1cc(-c2ccccc2OC)on1,5
Clc1ccc(Sc2ccccn2)cc1,11
COc1ccc(Cc2nc3ccccc3c(=O)n2N)cc1OC,-1
CCc1ccccc1OCCCCN1CCCCC1,-19

(continued)
structure,Pf gametocyte
Cc1ccc[n+](CC(=O)Nc2ccc([N+](=O)[O-])cc2)c1,-3
Oc1ccccc1-c1cc(-c2ccc(F)cc2)n[nH]1,-5
CCOC(=O)[C@H]1[C@H]2COc3cc(OC)ccc3[C@@H]2N2C(=O)CN(CC3CCCO3)C(=O)[C@@]12C (stereo partly specified),14
O=[N+]([O-])c1cccc(S(=O)(=O)NCc2ccccn2)c1,11
